Assay outcomes from PubChem.
LDHA block – inhibitors of human lactate dehydrogenase A. activity change, % (values are at about 110 or 230 µM). 480,000 compounds, 0.15% hits. P00338. AID 1347041. purified LDHA, NADH/diaphorase-resazurin fluorescence; active compounds read low; in the data active = activity change below about -30%; inconclusive = mostly about -25% to -30%;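 note: plate controls were DMSO wells for no effect and wells without enzyme for full effect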
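LDH5 2 nM; NADH 0.06 mM, pyruvate 0.2 mM; 200 mM Tris pH 7.4, EDTA, Tween-20; 5 min RT. Detection: diaphorase 0.133 mg/mL + resazurin 37 µM, fluorescence ex540/em590 at 0 and 20 min; normalized to enzyme-free and DMSO wells.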
TrxR1 substrate – is turned over as a substrate by rat TrxR1; Potency, µM (series often up to 114 µM), inactives show top-dose activity change, negative = substrate turnover; O89049; purified TrxR1 substrate turnover, NADPH consumption readout; 390,000 compounds, 0.01% hits; AID 588456; note: potency is the fitted concentration of half-maximal effect; % is set by controls: 0 for no effect and ±100 for the full control effect; nearly all actives have a fitted effect of over 50% in size
Target sequence (O89049 whole entry, looked up): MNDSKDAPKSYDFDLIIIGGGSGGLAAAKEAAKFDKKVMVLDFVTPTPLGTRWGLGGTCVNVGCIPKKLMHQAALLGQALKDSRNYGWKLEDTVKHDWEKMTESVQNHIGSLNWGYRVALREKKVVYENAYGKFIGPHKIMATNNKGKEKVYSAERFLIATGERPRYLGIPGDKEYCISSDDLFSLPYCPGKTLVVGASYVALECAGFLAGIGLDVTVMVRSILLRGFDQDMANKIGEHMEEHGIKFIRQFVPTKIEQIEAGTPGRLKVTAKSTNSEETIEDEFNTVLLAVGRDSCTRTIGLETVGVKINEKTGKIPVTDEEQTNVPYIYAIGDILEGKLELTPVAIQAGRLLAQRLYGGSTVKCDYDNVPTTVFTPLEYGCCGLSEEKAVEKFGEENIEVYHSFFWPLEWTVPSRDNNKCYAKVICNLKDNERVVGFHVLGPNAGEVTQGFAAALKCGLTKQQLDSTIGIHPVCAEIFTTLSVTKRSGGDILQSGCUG
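Rat TrxR1, dispensed at 90 nM, was prereduced with 400 uM NADPH (final) for 5 min at ~22 deg C, then incubated with compound 15 min before 400 uM selenite. A first-read NADPH fluorescence drop versus no-compound background flagged substrates.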
USP1-UAF1 inh – inhibitors of human USP1/UAF1 deubiquitinase | recombinant USP1/UAF1, Ub-Rhodamine cleavage fluorescence | Potency, µM (highest dose often 57.1 µM), without a hit: at the highest dose activity change, negative = inhibition, hits mostly inhibitors | 390,000 compounds, 0.23% hits | AID 743255; note: potency is the fitted concentration of half-maximal effect; % is set by controls: 0 for no effect and ±100 for the full control effect; nearly all actives have a fitted effect of over 60% in size; inactives centre near -12
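High-throughput fluorogenic screen: 1nM USP1/UAF1 complex, Ub-Rho substrate 150nM final, 50mM HEPES pH 7.8 with 0.5mM EDTA, 0.1 mg/ml BSA, 1mM TCEP and 0.01% Tween-20.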
RGS4 inhibitor – human RGS4 inhibition; P49798; Transcreener GDP fluorescence polarization, RGS4-accelerated GTP hydrolysis; Potency, µM (titrated, usually from 114 µM), for inactives: at the top dose activity change, negative = inhibition, most hits filed as inhibitors; 390,000 compounds, 0.039% hits; AID 504845; note: potency is the fitted concentration of half-maximal effect; % is set by controls: 0 for no effect and ±100 for the full control effect; nearly all actives have a fitted effect of over 75% in size; some results filed as inactive show a strong effect at the top dose
Target sequence (P49798 whole entry, looked up): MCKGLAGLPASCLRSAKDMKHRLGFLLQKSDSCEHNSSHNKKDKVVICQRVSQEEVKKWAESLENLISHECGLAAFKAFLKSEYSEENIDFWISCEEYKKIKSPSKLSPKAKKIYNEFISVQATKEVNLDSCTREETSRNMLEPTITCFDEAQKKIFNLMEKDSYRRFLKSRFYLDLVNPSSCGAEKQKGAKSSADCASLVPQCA
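MLSMR compounds (23 nl, pin-transferred) preincubated 10 min at room temperature with a 500nM (2x) first reagent, then RGS4 at 900nM (2x) plus Transcreener GDP mix added; fluorescence polarization (620/688 nm) read before and after 90 min at 30 °C.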
IDH1 R132H inh – human IDH1 R132H inhibition; O75874; Potency, µM (top dose mostly 76.6 µM), for inactives: top-dose activity change, negative = inhibition, most hits filed as inhibitors; 390,000 compounds, 0.093% hits; IDH1-R132H enzyme, NADPH consumption, diaphorase/resazurin fluorescence; note: potency is the fitted concentration of half-maximal effect; % is set by controls: 0 for no effect and ±100 for the full control effect; nearly all actives have a fitted effect of over 65% in size
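IDH1-R132H (0.5 ug/mL) preincubated 30 min with compound, then NADPH (0.016 mM) and alpha-KG (2 mM) added; 80 min at RT, pH 7.5. Remaining NADPH coupled via diaphorase/resazurin to fluorescence (540/590 nm); concentration-response curves normalized to no-enzyme control.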
GRP78 ERSR act – ER stress response induction in glioma. U87-MG GRP78 promoter luciferase reporter, 16 h. Potency, µM, inactives show at the highest dose activation, hits mostly activators. 420,000 compounds, 0.02% hits; note: potency is the fitted concentration of half-maximal effect; series mostly up to about 76 µM; % of control where 0% means no effect; nearly all actives have a fitted effect of over 35% in size
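Stably transfected U87-MG glioma cells carrying a GRP78-based luciferase sensor; 16 h compound incubation. Luminescence end-point read 10 min after Bright-Glo addition at room temperature.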
Vif-A3G inh – Vif-A3G binding inhibition. Q9HC16. HeLa A3G-eYFP + Vif (tagged APOBEC3G with the HIV-1 protein that degrades it), YFP fluorescence, overnight. Potency, µM (series often up to 46.1 µM), for the others: top-dose activity, negative = active, hits mostly inhibitors. 410,000 compounds, 0.076% hits. AID 602310;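 note: potency is the fitted concentration of half-maximal effect; % is set by controls: 0 for no effect and ±100 for the full control effect; nearly all actives have a fitted effect of over 60% in size; hits raise eYFP signal because A3G escapes Vif-driven loss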
Target sequence (Q9HC16 whole entry, looked up): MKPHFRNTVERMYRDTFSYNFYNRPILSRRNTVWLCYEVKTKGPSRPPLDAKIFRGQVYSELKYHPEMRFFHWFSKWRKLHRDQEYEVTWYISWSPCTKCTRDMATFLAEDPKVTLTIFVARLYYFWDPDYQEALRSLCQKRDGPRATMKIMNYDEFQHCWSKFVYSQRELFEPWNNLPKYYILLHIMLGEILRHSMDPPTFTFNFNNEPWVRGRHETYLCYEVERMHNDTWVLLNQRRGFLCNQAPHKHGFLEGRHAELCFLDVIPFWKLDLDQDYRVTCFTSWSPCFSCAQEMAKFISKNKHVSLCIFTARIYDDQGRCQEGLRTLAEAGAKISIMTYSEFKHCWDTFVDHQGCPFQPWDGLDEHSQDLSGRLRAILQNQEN
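HeLa cells stably expressing Vif and C-terminally eYFP-tagged A3G, seeded overnight at 37 deg C, then exposed to compound by pintool overnight at 37 deg C. Rise in yellow fluorescence (Ex 488/Em 500-530, Acumen) marks blocked Vif-driven A3G degradation.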
Vif-APOBEC3F blk – blocks the Vif interaction with APOBEC3F; Potency, µM (highest dose often 46.1 µM), without a hit: at the highest dose activity, negative = active; HeLa A3F-eYFP + Vif (tagged APOBEC3F with the HIV-1 protein that degrades it), YFP fluorescence increase; 390,000 compounds, 0.2% hits; AID 602313; note: potency is the fitted concentration of half-maximal effect; % of control where 0% means no effect; nearly all actives have a fitted effect of over 65% in size
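HeLa cells stably expressing A3F-eYFP plus Vif, plated and incubated overnight at 37 deg C, then exposed to compounds overnight at 37 deg C. Blocked degradation read as raised yellow fluorescence (Ex 488/Em 500-530).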
rTrxR1 inhibitor – blocks rat thioredoxin reductase 1; O89049; recombinant rTrxR1, NADPH fluorescence consumption, selenite substrate; Potency, µM (titrated, usually from 114 µM), without a hit: at the highest dose activity change, negative = inhibition, usual class: inhibitors; 390,000 compounds, 1% hits; AID 588453; note: potency is the fitted concentration of half-maximal effect; % is set by controls: 0 for no effect and ±100 for the full control effect; nearly all actives have a fitted effect of over 65% in size
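Rat TrxR1 (90 nM in the dispensed reagent) was pre-reduced with 400 uM NADPH for 5 min at room temperature, then incubated with compound for 15 min. After 400 uM selenite was added, NADPH fluorescence (Ex 340/Em 450 nm) was followed for 8 min.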
Numbers without * were called inactive; ? = inconclusive; . = no result given; & = joins results of further samples; [ ] = dose if it differs, or a comment. Unless noted, calls come from the whole dose curve; as a rule, active = well fitted curve in the direction sought with a large enough effect; inconclusive = small, poorly fitted or top-dose-only effect, or another doubt; inactive = no such curve, though single readings can be large; an effect the other way counts as inactive or inconclusive. An excerpt, so the mix of outcomes need not match the whole.

smiles	USP1-UAF1 inh	rTrxR1 inhibitor	Vif-A3G inh	GRP78 ERSR act	TrxR1 substrate	LDHA block	Vif-APOBEC3F blk	IDH1 R132H inh	RGS4 inhibitor
Brc1ccc2c(c1)[C@H]1OCC[C@H]1[C@@H](c1cccs1)N2	-20%	?	?	0%	-15%	-2	-2%	0%	2%
Cc1ccc(O)c(C2=NCCNC(C(F)(F)F)=C2)c1	-4%	-27%	5%	-4%	-6%	0	-2%	2%	-11%
C#CCOCCOCCOCCNc1nc(N2CCOCC2)nc(N2CCN(C(=O)[C@H](CC(N)=O)n3cc(C(N)[C@@H](C)CC)nn3)CC2)n1 (stereo partly specified)	-13%	-38%	-6%	-3%	8%[57.1 µM]	-2	0%	-16%	12%
CCN(CC)CCCC(C)NC(=O)c1cc(=O)c2ccccc2o1 (stereo unspecified)	-14%	19%[57.1 µM]	0%	-6%	9%[57.1 µM]	8&0	0%	2%	-7%
Cc1nnc(SCC(=O)N2CCOCC2)[nH]c1=O	-15%	0%[57.1 µM]	0%	-4%	11%[57.1 µM]	-5	10%	2%	-18%
CCCCN(C(=O)c1[nH]c(C)c(C(C)=O)c1C)c1c(N)n(CCCC)c(=O)[nH]c1=O	-22%	-1%	0%	-1%	-3%	-3	-6%	4%	-12%
COc1cccc(-n2cc(C(=O)NCCc3cccc(C)c3)c3ccccc3c2=O)c1	-16%	-2%	5%	2%	-4%	-2	10%	0%	-34%
CCOc1ccccc1CNC(=O)c1ccc(N2Cc3ccccc3Oc3ncccc32)s1	-23%	24%[57.1 µM]	-1%	-2%	18%[57.1 µM]	4	-1%	16%	-37%
Nc1nnc(SCC(=O)OCC(=O)Nc2ccccc2F)s1	2%	-5%	0%	-3%	-7%	-5	-2%	-3%	1%
COc1ccc(C[C@@H]2C(=O)N[C@H](C)C(=O)N(C)[C@@H]3Cc4ccc(cc4)Oc4cc(ccc4O)C[C@H](C(=O)N[C@@H](C)C(=O)N[C@H](C)C(=O)N2C)N(C)C3=O)cc1	.	-11%	-6%	-7%	-7%	0	.	.	.
c1ccc(-c2nnc(CSc3nncs3)o2)cc1	2%	-9%	1%	1%	-9%	-7	-5%	-2%	8%
CCOC(=O)c1c(NC(=O)c2ccccc2N(C)S(=O)(=O)c2ccccc2)sc2c1CCCC2	-9%	39%[activator]	?	-6%	51%[activator]	-5	-5%	-9%	6%
Cc1ccc(C)c(S(=O)(=O)N2CCCCC2CCNC(=O)C(=O)NCc2ccncc2)c1 (stereo unspecified)	-16%	-5%	0%	-4%	-5%	-2	1%	1%	-11%
CN1CCN(CC(O)COc2ccc(C(=O)O)cc2)CC1 (stereo unspecified)	-21%	18%	0%	-5%	7%	-6	-1%	3%	-10%
Cc1ccc(N2C(=O)C3C(c4ccccc4)(C2=O)C3(c2ccccc2)c2ccccc2)cc1 (stereo unspecified)	-19%	8%[57.1 µM]	-5%	-4%	5%[57.1 µM]	-8	-5%	4%	22%

smiles	USP1-UAF1 inh	rTrxR1 inhibitor	Vif-A3G inh	GRP78 ERSR act	TrxR1 substrate	LDHA block	Vif-APOBEC3F blk	IDH1 R132H inh	RGS4 inhibitor
N#C/C(=C\c1c(Cl)cccc1Cl)c1nn(-c2ccccc2)c(-n2cccc2)c1C#N	-22%	-3%	0%	-4%	-4%	-2	-8%	12%	0%
CN(C)C(=S)Nc1nc2ccccc2s1	-9%	?	-2%	2%	-5%[57.1 µM]	-3	3%	3%	?
O=C(NCCN1CCCC1=O)Nc1ccccc1	-12%	-18%	-5%	-7%	-17%	0	6%	3%	7%
O=C1NC(=Nc2ccccc2Cl)S/C1=C\c1cc([N+](=O)[O-])ccc1O	?	-27%	13µM*	20%	-9%	-17	?	7%	?
CC(C)NS(=O)(=O)c1cc(F)ccc1CN1C(=O)c2cccnc2C1=O	3%	-1%	-2%	-2%	-3%	0	12%	-11%	20%
COc1cccc(CNC(=O)Cn2ccc3cc(S(=O)(=O)N4CCCC4)ccc32)c1	-19%&-3%	16%	-11%&8%	-1%&-2%	2%	-2&0	21%&2%	9%&-11%	-29%&2%
COc1ccc(CCC(=O)Nc2ccc(S(=O)(=O)Nc3ncccn3)cc2)cc1	-19%	16%	-5%	-7%	5%	-6	-2%	24%	-5%
CCOc1ccc(S(=O)(=O)N2CCN(c3c(C)cccc3C)CC2)c2ccccc12	-25%	6%	-2%	-2%	7%[11.4 µM]	3	7%	9%	-21%
CCC(=O)Nc1cc2c3c(c1)CCN3C(=O)CC2	-2%	1%	2%	-3%	0%	-10	6%	2%	19%
O=C(CCn1c(=S)oc2ccccc21)Nc1ccc2c(c1)OCCO2	-7%	-3%[57.1 µM]	-8%	0%	-11%	-1	3%	2%	-26%
O=C(NC1CCCCC1)NC12CC3CC(CC(C3)C1)C2	-16%	13%	5%	-2%	6%	3	1%	0%	11%[11.4 µM]
Cc1cn([C@H]2C[C@H](O)[C@@H](CNCc3ccc(C#CCCO)cc3)O2)c(=O)[nH]c1=O	-13%	.	0%	-2%	.	-6	-1%	-3%	.
Cc1ccc2oc(-c3cccc(NC(=O)COc4ccc(Cl)cc4)c3C)nc2c1	.	34%	0%	-3%	14%	-6	.	.	.
CC(=O)c1cccc(N(C(=O)c2ccco2)C(C(=O)NC2CCCC2)c2cccs2)c1 (stereo unspecified)	-8%	-12%	-1%	-5%	?	-6	1%	0%	-1%
CCCc1cc(=O)n2c([nH]c3ccccc32)c1C#N	-18%	-7%	0%	10%	254%[activator]	3	-7%	0%	-2%

smiles	USP1-UAF1 inh	rTrxR1 inhibitor	Vif-A3G inh	GRP78 ERSR act	TrxR1 substrate	LDHA block	Vif-APOBEC3F blk	IDH1 R132H inh	RGS4 inhibitor
COc1ccc(NC(=O)c2sccc2C)c([N+](=O)[O-])c1	-14%	17%[57.1 µM]	-7%	-5%	12%[57.1 µM]	-1	-6%	3%	1%
Cc1cc(C)nc(SCC(=O)Nc2ccc(S(=O)(=O)Nc3ncccn3)cc2)n1	-18%	-9%	8%	-1%	-8%	-1	-9%	0%	-7%
CN(C)c1ccc(-c2nnc(SCC(=O)NCc3ccco3)n2C)cc1	.	-19%	0%	-3%	-9%	-4	.	.	.
S=C(NCCc1ccccn1)Nc1ccc(Cl)cc1Cl	2%	11%[57.1 µM]	-1%	0%	7%[57.1 µM]	-12	6%	2%	8%
COc1ccc(NC(=O)C2CCN(S(=O)(=O)c3cccc4cccnc34)CC2)cc1	-12%	18%	0%	-4%	-2%	1	0%	-4%	3%
COc1ccc(-c2n[nH]c(=S)n2-c2ccccc2C)cc1OC	-18%	-12%	1%	-1%	14%	-1	-17%	0%	-48%
COc1ccc(C(CNc2nc(-c3cccnc3)nc3ccccc23)N(C)C)cc1 (stereo unspecified)	-14%	18%[0.457 µM]	-1%	-4%	2%	-5	-25%	-5%	-6%
CCOC(=O)C1CCN(S(=O)(=O)c2cc(C(=O)N3CCCCC3)ccc2OC)CC1	-11%	-5%	3%	-6%	-3%	0	6%	7%	-8%
CCCCCC1(C)NC(=S)N(c2ccccc2)N1 (stereo unspecified)	-12%	-4%[57.1 µM]	6%	-3%	-1%[57.1 µM]	4	-26%	2%	?
CC1CCCN(C(=O)CSc2nnc(-c3cccs3)o2)C1 (stereo unspecified)	-17%	?	0%	-2%	8%	-8	-5%	-4%	-7%
CCC(C)[C@H](NC(=O)NC1CCN(Cc2ccccc2)CC1)C(=O)OC (stereo partly specified)	-8%	7%	2%	-3%	4%	-5	-2%	0%	-3%
Nc1cc(C(=O)O)c(Oc2ccc(Cl)cc2Cl)cc1C(=O)O	-22%	?	-1%	-3%	603%[activator]	-3	1%	-3%	2%
Cc1csc(=O)n1CC(=O)OCc1nnc(-c2ccc([N+](=O)[O-])cc2)o1	-19%	5%	-3%	-3%	-2%	-1	1%	0%	4%
COc1ccc(S(=O)(=O)N2CCCCCC2)cc1C(=O)N1CCCCC1	-17%	4%	-1%	-4%	0%	2	-5%	7%	-34%
C=CCN1CCN(C(=O)c2c(-c3ccccc3)noc2C)CC1	-10%	21%	2%	10%	1%	-16	-11%	-13%	-8%

smiles	USP1-UAF1 inh	rTrxR1 inhibitor	Vif-A3G inh	GRP78 ERSR act	TrxR1 substrate	LDHA block	Vif-APOBEC3F blk	IDH1 R132H inh	RGS4 inhibitor
C=CCc1cccc(CNn2cnnc2)c1O	-21%	22%	1%	-3%	7%	-3	2%	-1%	-5%
COc1cccc2c(=O)c(C/C=C(/C)Cl)c(C)[nH]c12	-26%	18%[57.1 µM]	-5%	2%	49%[activator][57.1 µM]	-5	3%	13%	2%
CC(C)=CCC/C(C)=C/C=N/NC(=O)c1ccccc1[N+](=O)[O-]	-12%	1%	0%	-1%	-6%	9	-4%	14%	-1%
c1coc(CNCCCN2CCOCC2)c1	-13%	-32%	0%	-2%	4%	-2	-10%	5%	-20%
COC(=O)C1=CN(C(C)C)C=C(C(=O)OC)C1c1cccc(OC)c1	-8%	-36%	0%	-4%	603%[activator]	-4	1%	2%	-6%
